IkB sig inh – IkB pathway inhibition in ABC-DLBCL cells. ABC-DLBCL IkBa-CBG/CBR dual luciferase ratio, 4 h; response scale: scaled: untreated 0%, proteasome inhibitor 100%. Potency, µM (series often up to 57.1 µM), for inactives: at the highest dose IkBa stabilization activation. 110,000 tested, 0.04% active. AID 445; active = well fitted curve in the direction sought with a large enough effect in the signal ratio, not every such curve was filed as active; inconclusive = small, poorly fitted or top-dose-only effect, or a change in a side signal; the % refers to the signal ratio;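 also: the direction sought is a rising ratio; 0% = basal untreated cells and 100% = reference inhibitor full response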
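In this assay, an IκBα–CBG68 fusion accumulates when IKK-driven degradation is blocked; native CBR normalizes for cell number. OCI-Ly3 cells were treated 4 h with compound and doxycycline, then green and red light read after Chroma-Glo addition.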
p53ts 32C kill – cytotoxicity in p53ts cells at permissive temperature. H1299-p53A138V at 32C, ATP luminescence viability, 24 h. Potency, µM (top dose mostly 46.1 µM), inactives show at the top dose activity change, negative = cytotoxicity, most hits filed as cytotoxic. 130,000 tested, 0.93% active. AID 924;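 also: 0% = DMSO and -100% = full killing by reference compound; nearly all actives have a fitted effect of over 55% in size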
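H1299-p53 A138V cells (temperature-sensitive p53) exposed 24 h to up to 46 uM compound at 32C, where p53 is wild-type in conformation. Viability read as ATP luminescence and normalised to DMSO and 100 uM tamoxifen. AC50 fitted with the Hill equation.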
Peg3 imprint – induces erasure of genomic imprints in mouse ES cells; mouse ES Peg3-LacZ reporter, beta-gal luminescence, 40 h; Potency, µM (series often up to 60.7 µM), for the others: at the top dose activity change, positive = activation, usual class: activators; 110,000 tested, 0.02% active;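 also: 0% = negative control wells on the plate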
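Gelatin-coated wells received 300 freshly trypsinized female ES cells with a Peg3LacZ-Neo reporter on the maternal allele, then incubated 40 hours at 37C. BetaGlo was added for 5 minutes at room temperature before a single luminescence read.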
p53ts 39C kill – p53ts cell cytotoxicity, nonpermissive temperature; H1299-p53A138V viability at 39C, ATP luminescence, 24 h; Potency, µM (titrated, usually from 46.1 µM), for the others: at the top dose activity change, negative = cell killing, most hits filed as cytotoxic; 130,000 tested, 1.5% active; AID 902; also: nearly all actives have a fitted effect of over 55% in size
Numbers without * were called inactive; ? = inconclusive; · = not tested or not shown; & = joins results of further samples; [ ] = another dose, or the depositor's remark. Unless noted, calls follow the shape of the dose curve; as a rule, active = well fitted curve in the direction sought with a large enough effect; inconclusive = small, poorly fitted or top-dose-only effect, or another doubt; inactive = no such curve, though single readings can be large; an effect the other way counts as inactive or inconclusive. Unless noted, % is scaled to controls: 0 for no effect and ±100 for the full control effect; potency is read from the fitted curve at half-maximal effect. This is a subset; count on the stated rates, not on these rows.

Structure | IkB sig inh | p53ts 32C kill | Peg3 imprint | p53ts 39C kill
Cc1cc(Br)ccc1N1C(=O)CC(=O)NC1=O | 1.0% | 6% | -4% | 10%
CN1CC[C@@H]2CN3CCc4cccc(c43)[C@H]2C1 | 1.1% | -1% | 1% | -5%
ClC1=C(Cl)C2(Cl)C3C4CC(C5OC45)C3C1(Cl)C2(Cl)Cl (stereo not drawn) | ? | 12% | -9%&-8% | -7%
O=C(OCC(=O)c1cccs1)C1=COCCO1 | -2.9% | -2% | -68%[inhibitor] | -11%
CCOC(=O)c1ccc(N2C(=O)c3n[nH]c(-c4cccs4)c3C2c2ccc(C(C)(C)C)cc2)cc1 (stereo not drawn) | ? | ? | -16%[10.9 µM] | 16µM*
O=c1c(O)c(-c2ccc(O)c(O)c2)oc2c(O)c(O)cc(O)c12 | · | 8% | -15% | 1%
CCC(C)C(=O)OC1C[C@@]2(C)C(c3ccoc3)OC(=O)CC23OC2(C)OC34C(OC(=O)C(C)C)[C@]3(O)C(OC(=O)C5(C)OC5C)[C@]5(C)CC3(O)[C@](C)(C5CC(=O)OC)C14O2 (stereo partly drawn) | · | 22% | -13% | 19%
N#CC(C#N)=Cc1ccc(O)c(O)c1 | ? | -25% | -31%&-27% | ?
Cc1ccc(-c2nc(CN3C(=O)CN=C(c4ccccc4)c4cc(Cl)ccc43)c(C)o2)cc1 | 0.4% | -3% | -10%[10.9 µM] | -16%
Nc1cccc(Cl)c1 | 0.2% | 17%[1.84 µM] | -4% | 8%
CCOc1ccc(C(=O)Nc2cccc(C(=O)OCc3cc(=O)n4nc(C5CC5)sc4n3)c2)cc1 | ? | -19% | -91%[inhibitor][10.9 µM] | ?
CCCNC(=O)N1C2CCC1CC(O)(c1cccnc1)C2 (stereo not drawn) | 0.2% | 1% | 6% | -7%
CN(C)c1ccc(N(C)C)cc1 | 14% | 13%[1.84 µM] | -9% | -10%
CCS(=O)CCSP(=O)(OC)OC (stereo not drawn) | · | -12% | ? | 21%
O=C(CN1CC(c2ccccc2)CC1=O)Nc1cccc(F)c1 (stereo not drawn) | -4.8% | 2% | -7% | 1%
O=C(NCc1ccc(C(=O)N2CCC3(CC2)OCCO3)cc1)c1ccc2c(c1)OCO2 | 0.0% | -9% | -20% | 2%
CCOc1ccc(CN2C(=O)c3ccccc3Sc3ccc(C(=O)N4CCC5(CC4)OCCO5)cc32)cc1 | ? | 22% | -12%[10.9 µM] | 10%
O=C(Cl)c1ccccc1F | 1.7% | -9%[1.84 µM] | -10% | -13%
COc1ccc(-c2nn3c(=O)cc(CN4CCN(C(=O)COc5ccc(F)cc5)CC4)nc3s2)cc1 | ? | -8% | -2%[10.9 µM] | -11%
O=C(Cc1ccccc1)OC(COCc1ccccc1)CN1CCOCC1 (stereo not drawn) | 1.2% | 8% | 15% | 7%
Cc1ccc(-n2c(O)c(C=NC3CCCCC3N)c(=O)[nH]c2=O)cc1C (stereo not drawn) | 1.6% | 6% | -11% | 7%
CC(=O)Nc1ccc(OC(=O)N2CCCCC2)cc1 | 0.5% | -3% | -9% | -2%
CN(C)C1=C(C#N)C(c2ccccc2)=NP(N(C)C)(N(C)C)=N1 | 0.1% | 6% | -12% | 3%
CC(C)CCON=O | 3.7% | 8%[1.84 µM] | -10% | -5%
O/N=C1\CCC2CN(C3CCCCC3)CC2C1 (stereo not drawn) | -0.6% | -1% | -14% | -1%
ClC=CCl | 2.2% | 3%[1.84 µM] | 0% | 1%
CCSc1nnc([C@@H](N)Cc2c[nH]c3ccccc23)o1 | 1.9% | 2% | -15% | 7%
O=C(CN1CCOCC1)c1ccc2cc[nH]c2c1 | 6.9% | -9% | -9% | -20%
Cc1cc(NC(=O)CCC(=O)N2CCC3(CC2)OCCO3)no1 | 0.9% | -4% | -1% | -11%
C[C@@]12CC[C@H]3[C@@H](CC[C@H]4C[C@@H](O)CC[C@]43C)[C@H]1CC[C@@H]2C(=O)C[C@H](O)C(F)(F)F | 1.2%[11.4 µM] | -2%[9.22 µM] | ? | 0%[9.22 µM]
CC(C)CCn1c(N)c(C(=O)OCC2CCCO2)c2nc3ccccc3nc21 (stereo not drawn) | -0.7% | -28% | 7% | 5%
CNCCc1c(C)n[nH]c1C | 1.0% | -6% | · | 10%
O=C(Nc1ccc(Cl)c(C(F)(F)F)c1)c1ccc2c(c1)CCN2S(=O)(=O)c1ccccc1 | -1.7% | ? | -9%[10.9 µM] | ?
CN(C)c1ccc(N=O)cc1 | ? | 1%[1.84 µM] | ? | ?
CC(C)(C)[C@]1(O)C[C@@H]2OC(=O)C[C@@]23C(=O)O[C@@H]2OC(=O)[C@H](O)[C@]213 | · | -1% | -2% | -5%
c1cc2c(cc1[C@H]1OC[C@@H]3[C@H]1CO[C@H]3c1ccc3c(c1)OCO3)OCO2 | · | -12% | -5% | -11%
Cc1ccc(-n2c(/C=C/c3cccc(C(F)(F)F)c3)nc3ccccc3c2=O)cc1 | -0.8% | -5% | -7%[10.9 µM] | -23%
CCCCCCCCn1sccc1=O | ? | 9%[1.84 µM] | -50%[inhibitor] | 53%[activator]
CSCC[C@@H](N)P(C)(=O)O | -0.4%[11.4 µM] | 2%[9.22 µM] | -10%[10.9 µM] | 5%[9.22 µM]
Cn1c(O)c(C=NCCN2CCN(C(=O)c3ccccc3)CC2)c(=O)n(C)c1=O | -1.7% | 2% | 3% | 4%
C[C@@]12CC[C@H](O[C@@H]3O[C@H](CO)[C@@H](O)[C@H](O)[C@@H]3O)C[C@@H]1CC[C@H]1[C@H]2CC[C@@]2(C)[C@@H](C3=CCOC3=O)CC[C@]12O | 0.6%[11.4 µM] | -4%[9.22 µM] | 0%[10.9 µM] | 5%[9.22 µM]
O/N=C1/C(=C\c2ccccc2)N2CCC1CC2 | -4.0% | 0% | -7% | 4%
COc1c(C(C)(C)C)cc([N+](=O)[O-])c(C)c1[N+](=O)[O-] | 2.9% | -14%[1.84 µM] | 1% | -7%
Cc1sc2ncn(CC(=O)NCC(=O)N3CCC4(CC3)OCCO4)c(=O)c2c1C | -0.2% | -13% | 22% | 19%
Nc1c(Br)cc([N+](=O)[O-])cc1[N+](=O)[O-] | 0.9% | 9%[1.84 µM] | -4% | -11%
O=P(CN1CCN(c2ccccc2)CC1)(N1CCCCC1)N1CCCCC1 | 0.9% | 2% | -3% | 4%
FC(F)(F)c1nc2ccc(SSc3ccc4nc(C(F)(F)F)[nH]c4c3)cc2[nH]1 | 0.6%[11.4 µM] | 2%[9.22 µM] | -3%[10.9 µM] | -7%[9.22 µM]
CC(C)(c1ccccc1)c1ccc(O)cc1 | 1.0% | 11%[1.84 µM] | -3% | 10%
COc1cc(CNC(=O)CCCC/C=C\C(C)C)ccc1O | ? | -1% | -12% | ?
CCC(CC)C1C(C#N)=C(N)Oc2c1c(=O)oc1ccccc21 (stereo not drawn) | · | 20% | · | 29%
CCN(CC)C(=O)c1ccc(NC(=O)Cn2nc(-c3ccc(C)cc3)c3ccccc3c2=O)cc1 | ? | -4% | -6%[10.9 µM] | 3%
Cc1oc(-c2ccc(Cl)cc2)nc1CN1C(=O)CN=C(c2ccccc2)c2cc(Cl)ccc21 | ? | 5% | 12%[10.9 µM] | -16%
Cc1n[nH]c(C)c1CCN | 4.2% | 1% | · | 9%
COC(=O)CC1(CC(=O)OC)C(=O)NC(=O)NC1=O | 1.4% | -4% | 4% | 33%[activator]
Fc1ccc(NC2=NCCS2)cc1Cl | 2.5% | 3% | -27% | -2%
CC1CC[C@]2(NC1)OC1CC3C4CC=C5CC(O)CC[C@@]5(C)C4CC[C@]3(C)C1C2C (stereo partly drawn) | · | 1% | 0% | 6%
COC(=O)c1c(C)ccc2c(O)c3c(cc12)C(=O)c1c2c(cc(O)c1C3=O)[C@@]1(C)O[C@@](C)(O2)[C@@H](O)[C@H](N(C)C)[C@H]1O | ? | -3%[9.22 µM] | 7%[10.9 µM] | 12%[9.22 µM]
C#C[C@@]1(O)CC[C@@H]2[C@@H]3CCC4=CC(=O)CC[C@@]4(C)[C@H]3CC[C@]21C | 2.5%[25.6 µM] | 8%[20.6 µM] | -7%[16.8 µM] | 8%[20.6 µM]
COc1ccc(S(=O)(=O)Cc2ccc(C(=O)N3CCC4(CC3)OCCO4)o2)cc1 | 2.3% | 6% | 5% | 11%
O=C(Cc1ccc(Cl)c(Cl)c1)N1CCCC[C@H]1CN1CCCC1 | 0.7%&-6.1% | -4%&-18% | -13% | -16%&-7%

Other records follow:
Structure | IkB sig inh | p53ts 32C kill | Peg3 imprint | p53ts 39C kill
Cc1c2cnn(CC(=O)N3CCC4(CC3)OCCO4)c(=O)c2c(C)n1Cc1ccccc1F | · | 14% | · | 6%
CN1C(=O)N(C)C(=O)C2(Cc3ccccc3N3CCOCC32)C1=O (stereo not drawn) | 0.9% | -1% | -3% | 3%
C=C(C)C(=O)OCC1CO1 (stereo not drawn) | 1.9% | 14%[1.84 µM] | -4% | 6%
Cc1cccc(-n2c(/C=C\c3cccc(Br)c3)nc3ccccc3c2=O)c1 | -0.8% | -2% | 21%[10.9 µM] | -26%
CC1(C)CC(n2[nH]c(=O)c3c2NC(=O)CSC3c2ccc(F)cc2)CCO1 (stereo not drawn) | 0.0% | 2% | -10% | 3%
C(#CCN1CCOCC1)COC/C=C/c1ccccc1 | -1.2% | 10% | · | -13%
Cn1c(=O)cc(OCC(=O)N2CCN(Cc3ccc4c(c3)OCO4)CC2)c2ccccc21 | 1.4% | 4% | -27% | -19%
CO[C@@H](C)[C@](O)(C(=O)OCC1=CCN2CC[C@@H](O)[C@H]12)C(C)C | 2.2%[25.6 µM] | -1%[20.6 µM] | -2%[16.8 µM] | 14%[20.6 µM]
O=C(N[C@H]1CN2CCC1CC2)c1ccc(Cl)cc1 | · | -4% | -12% | -9%
CC(C)OC(=O)c1c(N)n(CC2CCCO2)c2nc3ccccc3nc12 (stereo not drawn) | -1.4% | 4% | -21% | 5%
Cc1ccc(-c2nc(CN3C(=O)CN=C(c4ccccc4)c4ccccc43)c(C)o2)cc1 | ? | -8% | -8%[10.9 µM] | -16%
O=C(O)/C=C\CO | 0.4% | 1% | 28% | 4%
COc1ccc(CC2C(=O)N(C)C(=O)N(C)C2=O)c(OC)c1 | 0.3% | 4% | -4% | 4%
CCOC(=O)c1cncn1[C@H](C)c1ccccc1 | -0.3% | 10% | -8% | -2%
CCc1ccc(NC(=O)Cn2c(=O)oc3cc(S(=O)(=O)NCc4ccccc4)ccc32)cc1 | ? | -6% | -15%[10.9 µM] | ?

Profiles as entered above. Order of screens: IkB sig inh | p53ts 32C kill | Peg3 imprint | p53ts 39C kill
Listed for CC1(C)CC(n2[nH]c(=O)c3c2NC(=O)CSC3c2ccc(F)cc2)CCO1 (stereo not drawn) → 0.0% | 2% | -10% | 3%
Listed for O=C(O)/C=C\CO → 0.4% | 1% | 28% | 4%
Listed for CCOC(=O)c1cncn1[C@H](C)c1ccccc1 → -0.3% | 10% | -8% | -2%
Listed for O=C(N[C@H]1CN2CCC1CC2)c1ccc(Cl)cc1 → · | -4% | -12% | -9%

The list goes on.
Structure | IkB sig inh | p53ts 32C kill | Peg3 imprint | p53ts 39C kill
O=[As](O)(O)c1ccc(N=Nc2ccc([As](=O)(O)O)cc2)cc1 | 2.4%[11.4 µM] | -3%[9.22 µM] | 1%[10.9 µM] | 7%[9.22 µM]
O=C(c1cc2ccccc2oc1=O)N1CCC2(CC1)OCCO2 | -0.9% | 9% | 6% | 14%
CC(C)OCCCNC(=O)c1c(N)n(Cc2cccs2)c2nc3ccccc3nc12 | ? | ? | -24% | ?
NC(=O)c1cc(N2CC2)c([N+](=O)[O-])cc1[N+](=O)[O-] | 0.3% | -13% | -5% | 0%
O=C(c1cc(-c2ccccc2)nc2ccccc12)N1CCC2(CC1)OCCO2 | -1.3% | -10% | 41% | -12%
CCNc1nc(Cl)nc(NCC)n1 | · | 0% | 26% | 2%
CCCCOC(=O)COc1cc(C)cc2oc(=O)c3c(c12)CCC3 | 0.6% | -20% | 5% | -3%
Cc1ccc(OCC(=O)Nc2ccc(Cl)cc2C(=O)c2ccccc2)cc1C | -2.1% | -4% | -5%[10.9 µM] | 9%
C=CC#N | -2.4% | -9%[1.84 µM] | 13% | -7%
